RT RNaseH block = inhibitors of HIV-1 reverse transcriptase RNase H; inhibition, % at 10 µM; RT-RNase H RNA/DNA duplex cleavage, fluorescence; P04585; 65,000 compounds, 1.9% hits; in the data active means inhibition above about 50%
RmlC RmlD mix = RmlC/RmlD inhibition, mixture screen; inhibition, % at 5.5 µM; AID 1532; 110,000 compounds, 0.39% hits; RmlC/RmlD coupled enzyme inhibition, 384-well mixture HTS; in the data active means inhibition above about 30%, passing the limit was not always enough; further: strong numbers were not always called active
* marks the source's active call; other numbers are inactive results; i = inactive; . = not tested or not shown.

SMILES	RT RNaseH block	RmlC RmlD mix
CCCCC(=O)Nc1ccc(C(N)=O)cc1	6.1	-4.8
Cc1ccc(C(=O)NCCN2CCOCC2)cc1	.	7.5
CC1CCCCN1C(=O)Cn1c(=O)oc2ccccc21 (stereo unspecified)	-1.1	-69.7
C=CCn1c(SCc2c(C(=O)OC)sc(N)c2C(=O)OC)nnc1-c1ccc(Br)cc1	.	-5.0
Cc1cc(C)n(S(=O)(=O)c2ccc(Cl)c(Cl)c2Cl)n1	-85.4	12.6
CC(=O)NS(=O)(=O)c1ccc(NC(=O)c2ccc(Br)o2)cc1	.	-5.4
CC1Cc2ccccc2N1C(=O)c1cnc2ccccn2c1=O (stereo unspecified)	0.1	-6.9
O=C(CN(CC1CCCO1)C(=O)CCC(=O)Nc1nccs1)NCc1ccccc1 (stereo unspecified)	.	-7.3
COc1ccccc1CNc1nc2nc3c(c(=O)n2[nH]1)CCC3	4.6	5.9
CCSc1cc(C)nc2ncnn12	.	-43.7
CN(CC(=O)NCc1ccco1)S(=O)(=O)c1ccc2c(c1)n(C)c(=O)c(=O)n2C	-13.8	-9.3
COc1ccc(Nc2nc(N3CCCC3)c3ccccc3n2)cc1	-14.2	6.8
COCCCNC(=O)c1ccccc1NS(=O)(=O)c1ccc(C)cc1	-6.7	-7.8
CCC(NC(=O)N(Cc1ccccc1)Cc1ccc2c(c1)OCO2)(C(F)(F)F)C(F)(F)F	.	5.5
COCCn1c(C)cc(C(=O)COC(=O)c2cc3c(s2)CCC3)c1C	-1.8	2.0
CC[C@@H](C)[C@H](NS(=O)(=O)c1ccc(C)cc1)C(=O)N1CCC(C(=O)NCC(=O)O)CC1	-8.0	10.9
COC(=O)c1cc2ccccc2oc1=O	.	6.3
Cc1nc(NCc2ccco2)c(C#N)c2c1COC(C)(C)C2	0.0	4.2
Cc1cc2cc(CN(Cc3cccs3)Cc3nnnn3CC3CCCO3)c(=O)[nH]c2cc1C (stereo unspecified)	-8.6	25.4
CCC(CC)C(=O)Nc1c2cnn(-c3ccccc3)c2nc(=O)n1-c1ccccc1	-4.9	.
CCOC(=O)N1CCC(NS(=O)(=O)c2ccc3c(c2)C(C)(C)C(=O)N3C)CC1	-19.3	-5.9
C[C@@]12CCC=C[C@H]1[C@H](c1ccc(C(F)(F)F)cc1)N(Cc1ccccc1)C2=O	.	13.6
O=C(O)c1cc(NCc2ccc(F)cc2)ccc1N1CCOCC1	.	12.8
c1cc2nncn2nc1N1CCCC1	-1.4	-5.7
CCCN(C(=S)Nc1ccccc1)C1CCS(=O)(=O)C1 (stereo unspecified)	.	-6.7
CC(Oc1ccccc1)c1ccnc2nc(/N=C/N(C)C)nn12 (stereo unspecified)	.	13.8
Cc1ccc(S(=O)(=O)NNC(=O)CC#N)cc1	.	7.6
CCOc1ccc(C(=S)N2CCCC2)cc1	.	1.0
COc1ccc(Nc2cc(C(=O)NCCCN3CCOCC3)c3ccccc3n2)c(OC)c1	.	6.3
CC1(C)Cc2c(c(N3CCOCC3)nc3snc(NC(=O)c4ccccc4)c23)CO1	.	-9.3

Some of the entries so far, with values under each structure:
Each structure is followed by: RT RNaseH block	RmlC RmlD mix
> COCCCNC(=O)c1ccccc1NS(=O)(=O)c1ccc(C)cc1
    -6.7	-7.8
> CCC(NC(=O)N(Cc1ccccc1)Cc1ccc2c(c1)OCO2)(C(F)(F)F)C(F)(F)F
    .	5.5
> COCCn1c(C)cc(C(=O)COC(=O)c2cc3c(s2)CCC3)c1C
    -1.8	2.0
> CC[C@@H](C)[C@H](NS(=O)(=O)c1ccc(C)cc1)C(=O)N1CCC(C(=O)NCC(=O)O)CC1
    -8.0	10.9
> COC(=O)c1cc2ccccc2oc1=O
    .	6.3
> Cc1nc(NCc2ccco2)c(C#N)c2c1COC(C)(C)C2
    0.0	4.2
> Cc1cc2cc(CN(Cc3cccs3)Cc3nnnn3CC3CCCO3)c(=O)[nH]c2cc1C (stereo unspecified)
    -8.6	25.4
> CCC(CC)C(=O)Nc1c2cnn(-c3ccccc3)c2nc(=O)n1-c1ccccc1
    -4.9	.
> CCOC(=O)N1CCC(NS(=O)(=O)c2ccc3c(c2)C(C)(C)C(=O)N3C)CC1
    -19.3	-5.9
> C[C@@]12CCC=C[C@H]1[C@H](c1ccc(C(F)(F)F)cc1)N(Cc1ccccc1)C2=O
    .	13.6
> O=C(O)c1cc(NCc2ccc(F)cc2)ccc1N1CCOCC1
    .	12.8
> c1cc2nncn2nc1N1CCCC1
    -1.4	-5.7
> CCCN(C(=S)Nc1ccccc1)C1CCS(=O)(=O)C1 (stereo unspecified)
    .	-6.7
> CC(Oc1ccccc1)c1ccnc2nc(/N=C/N(C)C)nn12 (stereo unspecified)
    .	13.8
> Cc1ccc(S(=O)(=O)NNC(=O)CC#N)cc1
    .	7.6
> CCOc1ccc(C(=S)N2CCCC2)cc1
    .	1.0
> COc1ccc(Nc2cc(C(=O)NCCCN3CCOCC3)c3ccccc3n2)c(OC)c1
    .	6.3
> CC1(C)Cc2c(c(N3CCOCC3)nc3snc(NC(=O)c4ccccc4)c23)CO1
    .	-9.3

Next section:
SMILES	RT RNaseH block	RmlC RmlD mix
Cc1cc(C)n(-c2nc(SCCN(C)C)c3c4c(sc3n2)COC(C)(C)C4)n1	.	9.7
Cc1ccc(-c2nc3ccccc3o2)cc1NC(=S)NC(=O)c1cccs1	.	0.6
COCCNC(=O)c1ccc2ccccc2n1	5.2	-13.6
Cc1ccc(SCc2nc(-c3ccccc3)no2)cc1	-18.2	11.5
Cc1cccc(NC(=O)C2CCCN2C(=O)Oc2ccccc2)c1 (stereo unspecified)	.	-9.1
CC1CC(C(F)(F)F)n2ncc(C(=O)O)c2N1 (stereo unspecified)	-4.2	5.5
CCOC1OC2C(CO)OC(n3cnc4c(N)ncnc43)C2O1 (stereo unspecified)	1.3	-10.4
CCCOc1ccc([C@@H]2C3CN(C(=O)OCC)CC=C3C(C#N)=C(N)C2(C#N)C#N)cc1OC (stereo partly specified)	70.4*	9.7
COc1ccc(-c2nnn(CC(=O)NCc3cccs3)n2)cc1OC	.	-4.7
O=C(COc1ccccc1)Nc1cccc(-c2nnc(-c3ccccc3)o2)c1	0.4	-2.4
COc1ccc(OC)c(NC(=S)NN2CCN(C)CC2)c1	.	-14.3
CC(C)COc1cccc(C(=O)Nc2ccc(S(=O)(=O)N3CCOCC3)cc2)c1	-6.0	5.6
CCCS(=O)(=O)c1c(S(=O)(=O)CCC)c2cc(CC)ccn2c1C(=O)OC	-5.2	-4.8
CCSc1nnc(NC(=O)CSc2nc3c(c(=O)n2C)SC(C)C3)s1 (stereo unspecified)	-5.3	5.8
Cc1nn(-c2ccccc2)c2c1C1(C(=O)N3c4c(cccc41)C(C)CC3(C)C)C(C#N)=C(N)O2 (stereo unspecified)	.	-8.1
CCCCn1nc2cc(C(=O)NCc3ccccc3OC)ccc2c1OCC	.	-3.3
CCn1c(=NC(=O)c2cccc(N3C(=O)CCC3=O)c2)sc2c(OC)ccc(OC)c21	.	-7.8
Cc1c(C(=O)Nc2nnc(C(F)(F)F)s2)oc2ccccc12	0.1	40.0
COc1ccc(OC)c(C2C(C(=O)c3cccs3)=C(O)C(=O)N2CCN(C)C)c1 (stereo unspecified)	-6.8	5.1
Cc1ccc(CNC(=O)C2c3ccccc3C(=O)N(C)C2c2c[nH]c3ccccc23)o1 (stereo unspecified)	1.0	-10.9
Cc1ccc(N2C(=O)CC(n3ccnc3)C2=O)cc1C (stereo unspecified)	.	13.4
CCO[C@H]1OC(C(=O)N2CCOCC2)=C[C@@H](c2ccc3c(c2)OCO3)[C@@H]1CCCO	.	i
CC1=CCC2C(=O)N(c3ccc(C)cc3)C(=O)C2C1 (stereo unspecified)	.	-10.1
COC(=O)c1ccc(Oc2nc3c(c(=O)n(C)c(=O)n3C)n2CCC(C)C)cc1	-6.5	-11.1
CC1CC(NC(=O)C2(C)CC2(Cl)Cl)CC(C)(C)C1 (stereo unspecified)	.	-3.0
O=C(CC(C(=O)N1CCc2ccccc21)n1ccnc1)N1CCc2ccccc2C1 (stereo unspecified)	1.2	.
CC(=O)c1c(C)[nH]c(C(=O)NCCN2CCC(C)CC2)c1C	-3.1	-6.8
CCc1ccc(OCc2ccc(C(=O)NCc3ccccn3)o2)cc1	-1.8	-13.1
C=CCn1c(SCC)nc2sc3c(c2c1=O)CCc1ccccc1-3	.	-1.4
CC1CCc2c(nc3ncnn3c2N2CCN(c3ccccc3F)CC2)C1 (stereo unspecified)	-1.2	-5.5
COc1cc(C(Nc2ccccn2)c2ccc3ccc(C)nc3c2O)cc(OC)c1O (stereo unspecified)	-9.8	-0.5
CCN(CC)CCN1C(=O)C(=O)/C(=C(/O)c2ccc(C)cc2)C1c1cccnc1 (stereo unspecified)	-9.0	.
Fc1ccc(Cn2nnnc2CN2CCN(C3CCCCC3)CC2)cc1	-3.1	4.3
O=C(N/C(=C/c1ccc(Br)cc1)c1nc2ccccc2[nH]1)c1ccco1	.	-0.4
CCc1nnc(NCC(=O)N2CCc3ccccc32)s1	55.1*	1.6
Nc1nc(-c2cccc(NS(=O)(=O)c3ccccc3)c2)cs1	-8.3	-101.5
CC1CCCCC1NC(=O)Cn1ncc2ccccc21 (stereo unspecified)	-8.1	-2.1
CCn1c2ccccc2c2cc(NC(=O)CSc3nnc(-c4ccccc4)o3)ccc21	.	-10.4
Cc1cc(C)n(-c2ccc(C(=O)Nc3ccc4c(c3)OCO4)cc2)n1	.	-9.1
Cc1ccc(OCC(=O)NNC(=O)c2cc3ccccc3o2)cc1	.	-6.4
CC(=O)Nc1ccc(NC(C)=O)s1	0.7	1.8
O=C(CSc1ncn(-c2ccccc2)n1)N1CCc2ccccc21	-44.9	i
O=C(c1ccccc1)N1CCC(O)(c2ccc3c(c2)OCO3)CC1	.	-6.7
O=C(Oc1cccc2cccnc12)c1cccs1	-6.8	.
COc1cccc(-c2nnn(CCC(=O)O)n2)c1	-3.3	-20.0
O=C1C2CCCN2C(c2cccnc2)N1c1cccc(Cl)c1 (stereo unspecified)	-14.4	-1.6
O=C(CSc1nnc(COc2ccc(Cl)cc2)o1)N1CCN(c2ccccc2)CC1	-0.2	-1.9
CCCCC(=O)NCCNC(=O)c1cc(OCC(F)(F)F)ccc1OCC(F)(F)F	.	7.1
Cc1ccc2c(c1)c1c3n2CCCNC3CCC1 (stereo unspecified)	0.0	-16.2
COc1cc2cc(CN(CCN3CCCC3)C(=O)Nc3ccccc3Cl)c(=O)[nH]c2cc1OC	-6.6	.
COc1ccccc1NC(=O)CSc1nc2ccccc2c(=O)n1CCNC(C)=O	-20.0	0.8
CC(C)(C)CC(C)(C)NCC(O)COc1ccc2c(c1)CCC2 (stereo unspecified)	.	6.8
Cc1ccccc1NC1=C(C(=O)c2ccccc2)N(C)S(=O)(=O)c2ccccc21	.	-6.2
COc1cccc(N2CCN(Cc3coc4c(Cl)cc(Cl)cc4c3=O)CC2)c1	35.9	.
Clc1ccc(-c2cc3ccccc3nc2N2CCCC2)cc1	.	-28.8
NC(=O)CC(NC(=O)c1ccccc1)c1ccc(NCc2ccc(F)cc2)c([N+](=O)[O-])c1 (stereo unspecified)	.	-7.9
CCCCN(C)C(=O)CCCCn1c(=O)[nH]c2cc(OCC)c(OCC)cc2c1=O	-3.6	2.5
CCOC(=O)c1c(NC(=O)CSc2nncs2)sc(C)c1C	.	-5.3
COc1cc(C(=O)Nc2ccc3c(c2)OCO3)ccc1-n1cnnn1	-2.7	-10.4
Cc1cc(Br)ccc1OCc1nc(-c2cccnc2)no1	-1.3	4.9

The last 2 compounds of the section above are carried over, then new ones follow.
SMILES	RT RNaseH block	RmlC RmlD mix
COc1cc(C(=O)Nc2ccc3c(c2)OCO3)ccc1-n1cnnn1	-2.7	-10.4
Cc1cc(Br)ccc1OCc1nc(-c2cccnc2)no1	-1.3	4.9
Cc1noc(C)c1CSc1nnc(-c2ccccc2)n1Cc1ccco1	-30.1	-3.7
Cc1nn(CCOc2ccccc2)c(=O)n1-c1ccc(F)cc1	.	9.9
Cc1cccc(NC(=O)c2cc(NC(=O)C3CC=CCC3C(=O)O)ccc2N2CCOCC2)c1 (stereo unspecified)	-7.1	23.3
O=C(Cn1cnc2c(nnn2Cc2ccccc2F)c1=O)NCC1CCCO1 (stereo unspecified)	-0.5	-8.4
Cc1nc2ncnn2c(N2CCCC(C(=O)Nc3ccc4c(c3)CCC4)C2)c1C (stereo unspecified)	-2.0	-2.4
O=C(OCc1nnc(-c2ccccc2)o1)c1ccc2ccccc2n1	4.0	-11.0
CCN(Cc1ccccc1)C(=O)CSc1nc(C)cc(C)c1C#N	-54.7	11.4
CCOC(=O)N1CCN(C(=O)COc2ccc(Cl)cc2C)CC1	.	4.6
CCn1c(Cc2cccs2)nnc1SCC(=O)c1ccc(C)cc1	.	-11.8
C=CCn1c(N)c(C(=O)Nc2cccc(C)c2)c2nc3ccccc3nc21	.	-31.1
COc1cc(C)c(C#N)c(OC)n1	-1.3	3.6
COc1ccc(C[C@H]2CN3C(=NC[C@@H]3Cc3ccc(O)cc3)N2CCNC(=O)c2ccc(C)c(Br)c2)cc1	.	-9.2
CN(C)NC1CCS(=O)(=O)C1 (stereo unspecified)	.	-7.9
CCCc1nnc(NC(=O)Cn2c(=O)oc3ccccc32)s1	77.2*	.
CC12/C(=N/O)C3C4CC5C3/C(=N/O)C1C5C42 (stereo unspecified)	-0.4	-16.4
CCOCC(=O)Nc1ccc(S(=O)(=O)Nc2ncccn2)cc1	-2.8	-26.6
CCCCCn1ccc(=N)cc1	1.3	4.6
Cc1c(C(=O)Nc2ccc3c(c2)OCO3)sc2nc(-c3ccccc3)cn12	24.6	-60.3
CCCCn1nnnc1NCc1ccc(N(CC)CC)cc1	.	-9.1
CCOc1ccc(NC(=O)COc2nsnc2N2CCCCC2)cc1	3.1	6.3
COc1ccc2c(c1OC)C(=O)N1c3cccc(Cl)c3C(=O)OC21 (stereo unspecified)	7.2	-3.3
O=C(CC1CCCCC1)NCCCN1CCOCC1	-1.3	2.7
CCOC(=O)N1CCN(C(=O)c2ccc(CNS(=O)(=O)c3ccc(OC)cc3)cc2)CC1	-17.3	38.6
N#Cc1nc(-c2cccc3ccccc23)oc1NCCN1CCOCC1	-11.7	-67.7
O=C(NCc1ccc(Cl)cc1)c1noc2c1CCCC2	-4.9	6.2
CN(C)C(=O)Oc1ccc(OC(=O)N(C)C)cc1	-2.0	10.8
CC1N/C(=C\C(=O)c2ccccc2)N(O)C1(C)C (stereo unspecified)	1.0	-0.3

An excerpt. The share of hits here may be higher or lower than overall.
